BioA inh: blocks M. tuberculosis BioA enzyme activity; inhibition, % at 9.99 µM; AID 602481; purified M. tuberculosis BioA enzyme, plate reader; 0.096% of 360,000 active; in the data active = inhibition above about 40%
UGM FP inh: inhibitors of M. tuberculosis UDP-galactopyranose mutase; purified UGM, fluorescence polarization probe displacement; inhibition, % at 10 µM; 0.06% of 320,000 active; in the data active = inhibition above about 10%, passing the limit was not always enough
Target sequence (P9WIQ1 whole entry, looked up): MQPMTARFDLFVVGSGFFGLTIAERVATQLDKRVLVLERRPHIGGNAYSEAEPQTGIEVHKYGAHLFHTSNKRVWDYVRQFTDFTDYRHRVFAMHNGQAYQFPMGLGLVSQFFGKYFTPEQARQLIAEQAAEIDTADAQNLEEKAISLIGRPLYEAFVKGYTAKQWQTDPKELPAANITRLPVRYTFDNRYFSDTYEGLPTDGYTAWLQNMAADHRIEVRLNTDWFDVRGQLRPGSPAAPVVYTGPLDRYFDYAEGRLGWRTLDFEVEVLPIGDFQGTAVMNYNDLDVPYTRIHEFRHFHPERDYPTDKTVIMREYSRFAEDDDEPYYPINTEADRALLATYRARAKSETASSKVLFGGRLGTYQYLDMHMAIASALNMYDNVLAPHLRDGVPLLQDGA
FBA Mtb inh: inhibitors of M. tuberculosis fructose-bisphosphate aldolase; P9WQA3; 2.3% of 360,000 active; purified M. tuberculosis FBA, fluorescence read-out; inhibition, % at 1 µM; in the data active = inhibition above about 27%;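 note: 0% = vehicle and 100% = reference inhibitor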
Target sequence (P9WQA3 whole entry, looked up): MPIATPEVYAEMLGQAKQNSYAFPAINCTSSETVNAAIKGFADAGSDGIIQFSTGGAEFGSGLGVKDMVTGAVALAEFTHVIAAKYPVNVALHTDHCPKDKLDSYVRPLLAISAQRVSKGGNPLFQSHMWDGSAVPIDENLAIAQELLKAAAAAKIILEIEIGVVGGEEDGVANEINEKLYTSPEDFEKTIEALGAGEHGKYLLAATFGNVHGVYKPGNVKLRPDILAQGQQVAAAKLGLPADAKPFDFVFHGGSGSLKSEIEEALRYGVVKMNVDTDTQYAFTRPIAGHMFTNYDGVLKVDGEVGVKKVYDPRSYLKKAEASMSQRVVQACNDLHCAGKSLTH
GDH-TPI counter: GDH-TPI coupled enzyme inhibition counter-screen | GDH-TPI coupled enzyme counterscreen, NADH absorbance | inhibition, % at 4.8 µM | 1.2% of 360,000 active; in the data active = inhibition above about 30%;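 note: 0% = DMSO wells and 100% = wells lacking the enzyme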
MazEF act: increases E. coli MazEF RNase cleavage of RNA. 0.32% of 350,000 active. P0AE70. FAM/BHQ RNA-DNA oligo cleavage fluorescence, 5 h. activation, % at 20 µM; in the data active = activation above about 50%
Target sequence (P0AE70 whole entry, looked up): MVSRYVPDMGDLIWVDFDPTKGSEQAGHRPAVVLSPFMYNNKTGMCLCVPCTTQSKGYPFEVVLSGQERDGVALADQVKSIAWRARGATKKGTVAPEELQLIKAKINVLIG
BH1578 lux ind: quorum light induction in luxS cqsA deficient V. cholerae. V. cholerae BH1578 lux reporter, luminescence, 6 h. activation, % at 18.7 µM. 0.16% of 350,000 active. AID 588436; in the data active = activation mostly above about 9.7%, no sharp cut-off; note: not every result past the cut was called active; inactives centre near 0; reference of the scale not given here
PriA SSB inh: blocks PriA binding to SSB C-terminal tail | AlphaScreen SSBct-PriA binding, biotinylated peptide | inhibition, % at 33 µM | 0.6% of 430,000 active | AID 1272365; in the data active = inhibition mostly above about 37%, no sharp cut-off; inactive = mostly below about 20%;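 note: plate controls were negative control peptide for no effect and reference peptide for full effect; strong numbers were not always called active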
Rv3671c inh: inhibitors of M. tuberculosis serine protease Rv3671c. inhibition, % at 5.96 µM. P9WHR9. 0.048% of 320,000 active; in the data active = inhibition above about 38%;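 note: extracellular domain of Rv3671c used as enzyme; 0% = enzyme with DMSO and 100% = no enzyme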
SARS 3CLpro inh: SARS-CoV 3CLpro protease inhibition. recombinant SARS-CoV 3CLpro, quenched FRET peptide cleavage. inhibition, % at 6 µM. 0.14% of 290,000 active; in the data active = inhibition above about 12%
DUSP3 inh: inhibitors of human VHR1 phosphatase (DUSP3). P51452. AID 1654. 0.52% of 290,000 active. recombinant VHR phosphatase, pNPP absorbance. inhibition, % at 13.3 µM; in the data active = inhibition above about 50%; note: some compounds called inactive have numbers as strong as hits
Target sequence (P51452 whole entry, looked up): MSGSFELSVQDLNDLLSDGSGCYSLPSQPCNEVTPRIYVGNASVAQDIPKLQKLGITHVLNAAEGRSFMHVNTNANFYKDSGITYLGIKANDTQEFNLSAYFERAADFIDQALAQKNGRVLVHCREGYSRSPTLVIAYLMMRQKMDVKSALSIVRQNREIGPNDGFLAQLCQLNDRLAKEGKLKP
The depositor's hits bear a star; i = inactive; . = not tested or not shown; + = active, no number; & = joins results of further samples. Some of the compounds tested; the hit share may differ from the screen's.

SMILES	BioA inh	UGM FP inh	FBA Mtb inh	GDH-TPI counter	MazEF act	BH1578 lux ind	PriA SSB inh	Rv3671c inh	SARS 3CLpro inh	DUSP3 inh
CCCCNS(=O)(=O)c1cc2c3c(c1)CCN3C(=O)CC2	0.7	2.8	-1	0	4	-3.1	-11	-8	-8	6
CC(C)(C)NS(=O)(=O)c1ccc(NC(=O)c2cc(-c3ccccc3)nc3ccccc23)cc1	.	-0.3	0	5	3	-0.4	7	-7	-4	11
Cc1cnc(NC(=O)c2cccc(S(=O)(=O)N3CCOCC3)c2)s1	0.2	-1.6	-1	26	6	i	7	6	.	.
COc1ccccc1CNC(=O)CCC1N=C2c3ccccc3N=C(SCC(=O)NCC3CCCO3)N2C1=O (centres undefined)	1.8	0.2	6	7	2	-0.2	-11	-8	4	6
CCOC(=O)/C=C1\CN(C(C)c2ccccc2)S(=O)(=O)c2ccccc21 (centres undefined)	-0.8	0.1	-4	-11	5	-0.4	-25	4	-5	-3
C=CCSc1nnc(-c2sc(-c3ccccc3)nc2C)n1C	.	1.1	64*	13	1	-0.7	-8	-2	7	4
CCOC(=O)C1(Cc2ccccc2C(F)(F)F)CCN(CCCn2cccn2)CC1	0.8	1.0	4	-11	-1	i	-2	-2	-1	-6
CC(C)=CCCC(C)N(C=O)C(C)CCC=C(C)C (centres undefined)	.	-0.6	2	-8	-3	6.6	-8	-1	3	.
CN(C)C(=O)CSCc1c(Cl)cccc1Cl	-1.7	.	-2	-5	11	-0.1	-14	3	-3	-2
Cc1cc(C)c(NC(=O)Nc2ccccc2)c(C)n1	.	2.7	2	3	-4	-2.7	-7	-7	.	.
Cc1ccccc1-c1nnc(SCC(=O)NCc2ccc3c(c2)OCO3)n1C	-0.5	5.7	-2	-2	-3	i	-9	-7	0	28
CC(Nc1ncnc2sccc12)c1ccccc1 (centres undefined)	2.7	1.0	1	-2	5	-0.3	-1	1	2	-3
N#Cc1cccc(NC(=O)N2CCC(c3nc4c(nnn4Cc4cccc(Cl)c4)c(=O)[nH]3)CC2)c1	2.5	0.6	-2	1	-4	0.5	-2	-13	4	23
O=C1C(=C(O)c2ccccc2)C(=O)c2ccccc21	-2.8	-0.4	-1	20	7	1.7	9	-35	-3	8
CCCc1cc(=O)oc2c3c(cc(OCC(=O)N[C@@H](CSC)C(=O)O)c12)OC(C)(C)CC3	-0.5	8.9	+	20	3	0.9	-9	.	0	-20
Clc1ccc(-c2noc(CN3CCCC3)n2)cc1	-0.4	-3.7	0	7	0	-0.7	3	-7	0	8
CCOC(=O)N1CCN(S(=O)(=O)c2ccc(OC)c(Cl)c2Cl)CC1	1.6	-0.3	-1	7	13	-0.4	-9	-4	7	28
CCOc1ccc2c(c1)C(c1ccc(C)cc1)=NNC(c1ccc(OC)cc1)=N2	0.0	-2.2	1	7	4	-0.4	23	-4	1	24
CCC(Oc1ccccc1)C(=O)Nc1nnc(S(=O)(=O)N2CCCCC2)s1 (centres undefined)	-1.5	0.7	-3	5	-8	-0.3	-7	2	8	-13
CCN(CC(=O)Nc1ccccc1Br)Cc1nc2ccccc2c(=O)[nH]1	.	-0.2	3	9	-3	0.8	5	5	-6	28

Pulled one by one from the entries so far, 2 records:
SMILES	BioA inh	UGM FP inh	FBA Mtb inh	GDH-TPI counter	MazEF act	BH1578 lux ind	PriA SSB inh	Rv3671c inh	SARS 3CLpro inh	DUSP3 inh
CCOc1ccc2c(c1)C(c1ccc(C)cc1)=NNC(c1ccc(OC)cc1)=N2	0.0	-2.2	1	7	4	-0.4	23	-4	1	24
Clc1ccc(-c2noc(CN3CCCC3)n2)cc1	-0.4	-3.7	0	7	0	-0.7	3	-7	0	8

Going on with the list.
SMILES	BioA inh	UGM FP inh	FBA Mtb inh	GDH-TPI counter	MazEF act	BH1578 lux ind	PriA SSB inh	Rv3671c inh	SARS 3CLpro inh	DUSP3 inh
COc1ccc(C(=O)NC2CCCCC2)cc1S(=O)(=O)N1CCCC1	2.3	-1.9	-1	8	0	i	-5	5	-7	12
O=C(Cn1cc(C(F)(F)F)ccc1=O)N1CCN(S(=O)(=O)c2ccccc2)CC1	-2.2	1.3	-2	-11	-1	i	-23	5	1	20
O=C(Nc1ccc(Br)cc1)C1CC=CCC1C(=O)OCC1CCCO1 (centres undefined)	0.2	0.6	1	7	-4	-7.1	-6	2	5	-1
CCOC(=O)c1ccc(/[N+]([O-])=C/c2ccccc2)cc1	-0.4	4.2	3	4	1	-4.0	-9	0	.	.
O=C(Nc1cccc2ccccc12)N1CCN(c2ccccc2)CC1	0.4	-1.7	27*	4	22	i	2	4	2	-4
CCN(CC)c1ccc(C=C2SC(=S)NC2=O)cc1	.	.	-39	22	-996	0.0	3	.	.	.
CCOC(=O)c1ccc(NC(=S)NC2CCCC2)cc1	.	0.0	-1	-2	2	-0.3	-21	-2	1	-4
Cc1ccc(C(=O)N2CCC(C)CC2)cc1S(=O)(=O)N1CCCCC1	1.4	-1.5	0	3	-2	i	-14	7	2	6
C=CCNc1nc(-c2ccccc2)nc(-n2ccnc2)n1	.	0.5	-3	-16	7	i	-3	5	3	20
O=C(CN1C(=O)NC2(CCCCC2)C1=O)N1CCc2ccccc2C1	0.7	-1.9	2	-3	2	2.1	-3	-1	-1	18

Four compounds from above, ordered by length of the SMILES, lowest first.
SMILES	BioA inh	UGM FP inh	FBA Mtb inh	GDH-TPI counter	MazEF act	BH1578 lux ind	PriA SSB inh	Rv3671c inh	SARS 3CLpro inh	DUSP3 inh
CCOC(=O)c1ccc(NC(=S)NC2CCCC2)cc1	.	0.0	-1	-2	2	-0.3	-21	-2	1	-4
C=CCNc1nc(-c2ccccc2)nc(-n2ccnc2)n1	.	0.5	-3	-16	7	i	-3	5	3	20
O=C(Nc1cccc2ccccc12)N1CCN(c2ccccc2)CC1	0.4	-1.7	27*	4	22	i	2	4	2	-4
O=C(Nc1ccc(Br)cc1)C1CC=CCC1C(=O)OCC1CCCO1 (centres undefined)	0.2	0.6	1	7	-4	-7.1	-6	2	5	-1

More results.
SMILES	BioA inh	UGM FP inh	FBA Mtb inh	GDH-TPI counter	MazEF act	BH1578 lux ind	PriA SSB inh	Rv3671c inh	SARS 3CLpro inh	DUSP3 inh
COc1ccccc1NC(=O)COc1ccccc1	-1.7	-1.3	-1	2	-8	-4.8	-14	-2	1	16
COc1ccc(N(C(=O)c2snc(C(N)=O)c2N)C(C(=O)NC2CCCC2)c2cccs2)c(OC)c1 (centres undefined)	3.8	0.6	2	5	5	-0.5	-1	-2	4	17
CCOC(=O)C1CCCN(S(=O)(=O)c2c(C)[nH]c(C)c2C(=O)N2CCCC2)C1 (centres undefined)	-1.5	-0.7	0	8	1	-0.1	-4	1	-2	-2
CCCOC(=O)C1C2C=CC(C2)C1C(=O)OCC(=O)c1ccccc1 (centres undefined)	-0.2	2.4	-3	8	0	-0.5	-15	-3	1	2
Cc1ccc(-c2nc3cccnc3s2)cc1NS(C)(=O)=O	-1.6	-0.2	9	12	8	i	-3&-1	-3	-4	7
Cc1ccc(NC(=O)c2ncn(CCCNCC3CCCO3)n2)cc1C (centres undefined)	-1.3	.	2	3	-1	-0.7	3	.	.	.
COc1ccc(-c2nc(C(N)=O)c3[nH]c(=O)n(-c4cccc(C)c4)c3n2)c(OC)c1	7.2	3.6	4	16	8	-0.3	1	0	4	24
O=C1C=C(c2ccccc2)CC(/C=C/c2ccccc2)C1 (centres undefined)	.	2.3	1	-9	-9	-0.3	-16	-3	3	-8
C(=C\c1ccccc1)/CSc1ccccn1	.	-1.9	2	6	-6	-0.2	-102	-5	-1	11
Fc1ccccc1N1CCN(C2CCN(Cc3c[nH]c4ccccc34)CC2)CC1	-0.2	-0.4	-2	-6	10	-5.9	0	-5	.	-5
CC(=O)NC(CCS(C)(=O)=O)C(=O)Nc1cccc(Cl)c1Cl (centres undefined)	-0.3	-5.5	1	10	9	-0.1	-5	7	-1	-23
CN(CC(=O)NCc1ccncc1)S(=O)(=O)c1ccc(F)cc1	-1.3	0.2	1	-1	1	i	5	-4	0	16
CCOc1ccc(C(=O)COC(=O)c2c(-c3ccccc3)noc2C)cc1	.	3.1	-3	4	-8	i	-37	-7	.	.
O=c1oc(-c2cccs2)nc2sc3c(c12)CCCCC3	0.5	-0.7	0	9	9	-5.0	-1	11	-2	14
COCCNC(=O)C(c1ccncc1)N(C(=O)Cn1nnc2ccccc21)c1ccc(OC)cc1 (centres undefined)	5.0	1.1	-14	-1	1	i	16	-5	-1	-9
O=C(C1=C(O)C(=O)N(CCN2CCOCC2)C1c1cccs1)c1cc2ccccc2o1 (centres undefined)	-1.0	0.5	2	8	-1	i	-3	6	.	.
CCOc1ccc2c(S(=O)(=O)O)cccc2c1[N+](=O)[O-]	1.9	.	0	6	2	0.8	-13	.	.	.
Cc1ccc(C(=O)CSc2nc(C)cc(=O)[nH]2)cc1	-4.5	1.6	0	-5	-3	i	0	-3	-6	36
CC(=NCCc1ccccc1)C1=C(O)C(c2ccccc2)OC1=O (centres undefined)	.	-1.7	3	5	-29	0.4	-18	1	-3	7
Cc1cc(F)ccc1C(O)c1ncc(-c2ccccc2)[nH]1 (centres undefined)	0.7	.	2	9	.	i	.	.	.	.
COC(=O)c1cc2c([nH]c1=O)CCCC2=O	1.0	.	3	5	-11	i	-1	.	.	.
COC(=O)c1cccc(C23CC4(C2)[C@H](CN(Cc2cccnc2)[C@@H]4c2ccccc2)C3c2ccc(Cl)nc2)c1 (some centres undefined)	-1.3	1.8	0	-3	-1	2.0	6	-10	.	0
COC(=O)C1=C(c2ccc(OCc3ccccc3)cc2)C[C@@H]2CC[C@H]1N2C(=O)NCCCc1ccccc1	-0.7	1.4	0	-1	-4	i	5	0	.	.
CCOC(=O)c1cc(-c2ccccc2C)nn1Cc1cc(C)no1	-0.8	-1.8	-3	-7	5	i	-40	3	.	.
COc1ccc(-c2cc(C(F)(F)F)c(C#N)c(SCC(=O)O)n2)cc1OC	.	-1.8	.	.	.	.	.	4	3	-7
Cc1sc2ncnc(OCC(=O)N3CCN(S(=O)(=O)c4ccccc4)CC3)c2c1C	5.9	1.7	3	-1	6	i	0	-9	-4	25
O=C(Nc1ccc(F)c(Cl)c1)Nc1nnc([C@@H]2O[C@H](CO)[C@@H](O)[C@H]2O)s1	2.0	.	0	8	.	-0.3	.	.	.	.
CSc1ccccc1OCc1cc(C(=O)N(C)Cc2ccc3nsnc3c2)no1	3.2	-3.2	1	-3	3	-1.9	-11	-11	1	27
COc1ccc(S(=O)(=O)N2CCCN(C)CC2)cc1	0.0	0.1	1	-2	-6	i	7	-3	-2	27
CC(O)c1nc2ccccc2n1C/C=C/c1ccccc1 (centres undefined)	-0.7	1.3	-2	3	5	-0.4	6	-9	-7	-12
O=C(CC1CS(=O)(=O)CC1CC(=O)Oc1ccccc1F)Oc1ccccc1F (centres undefined)	.	-3.0	4	-3	0	-0.4	-4	-3	-3	-11
O=c1c2cc(Cl)ccc2[nH]c(=S)n1Cc1ccccn1	.	2.1	-1	4	30	-0.5	0	-4	2	-2
CN(C)S(=O)(=O)c1ccc(-c2csc(-c3cccnc3)n2)cc1	.	2.4	3	1	3	-0.3	-7	5	1	31
CC(c1nnc(Sc2nnnn2-c2ccccc2)n1-c1ccc(F)cc1)N(C)C (centres undefined)	-4.7	2.2	-4	7	4	-2.9	-10	0	-5	41
Cc1ccc(S(=O)(=O)c2nc(S(C)(=O)=O)sc2N2CC(C)OC(C)C2)cc1 (centres undefined)	1.0	-0.2	3	10	0	-0.8	-9	-6	-6	-11
Cc1ccc(S(=O)(=O)N2CCOC2CNC(=O)C(=O)NCc2ccc3c(c2)OCO3)cc1 (centres undefined)	-0.1	1.1	-1	2	-7	0.1	-10	6	1	-4
CC(=O)C1=C(O)C(=O)N(CCc2c[nH]c3ccccc23)C1c1cccc(O)c1 (centres undefined)	2.0	-1.2	0	19	3	-0.3	7	-12	6	11
CCn1ncc(/C=C/C(=O)NCc2cn(C)nc2C)c1C	-2.6	-0.4	2	8	1	-0.2	-4	0	2	23
CCCCC[C@H]1CN(Cc2ccccc2)C(=O)[C@@H]1CC(=O)NCc1ccc(OC)cc1	1.2	2.8	2	2	3	-0.8	-1	2	7	32
CCOCC(=O)N1CCC(Cc2ccccc2)CC1	.	1.0	3	6	-15	0.0	-12	-1	1	26

Screens from PubChem.
